PPARg SRC1 recr – agonists of human PPARgamma SRC-1 coactivator recruitment. actives 0.41% (n = 200,000). activation, % at 8 µM. PPARgamma-SRC-1 coactivator recruitment biochemical assay. P37231; in the data active = activation above about 19%;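 note: 0% = DMSO and 100% = reference agonist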
PPARg SRC3 recr – promotes SRC-3 coactivator recruitment by human PPARgamma | biochemical PPARgamma/SRC-3 coactivator recruitment assay | actives 0.26% (n = 200,000) | activation, % at 8 µM | P37231; in the data active = activation above about 23%;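 note: 0% = DMSO and 100% = reference agonist; some compounds past the cut are filed as inactive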
TLR4 MyD88 comp – inhibitors of human TLR4-MyD88 binding | AID 861 | inhibition, % at 8.4 µM | O00206+Q99836 | actives 0.18% (n = 200,000) | HeLa CL3-4 TLR4/MyD88 BLA complementation, FRET ratio; in the data active = inhibition above about 25%;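 note: 0% = vehicle and 100% = reference inhibitor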
Target sequence (O00206 whole entry, looked up): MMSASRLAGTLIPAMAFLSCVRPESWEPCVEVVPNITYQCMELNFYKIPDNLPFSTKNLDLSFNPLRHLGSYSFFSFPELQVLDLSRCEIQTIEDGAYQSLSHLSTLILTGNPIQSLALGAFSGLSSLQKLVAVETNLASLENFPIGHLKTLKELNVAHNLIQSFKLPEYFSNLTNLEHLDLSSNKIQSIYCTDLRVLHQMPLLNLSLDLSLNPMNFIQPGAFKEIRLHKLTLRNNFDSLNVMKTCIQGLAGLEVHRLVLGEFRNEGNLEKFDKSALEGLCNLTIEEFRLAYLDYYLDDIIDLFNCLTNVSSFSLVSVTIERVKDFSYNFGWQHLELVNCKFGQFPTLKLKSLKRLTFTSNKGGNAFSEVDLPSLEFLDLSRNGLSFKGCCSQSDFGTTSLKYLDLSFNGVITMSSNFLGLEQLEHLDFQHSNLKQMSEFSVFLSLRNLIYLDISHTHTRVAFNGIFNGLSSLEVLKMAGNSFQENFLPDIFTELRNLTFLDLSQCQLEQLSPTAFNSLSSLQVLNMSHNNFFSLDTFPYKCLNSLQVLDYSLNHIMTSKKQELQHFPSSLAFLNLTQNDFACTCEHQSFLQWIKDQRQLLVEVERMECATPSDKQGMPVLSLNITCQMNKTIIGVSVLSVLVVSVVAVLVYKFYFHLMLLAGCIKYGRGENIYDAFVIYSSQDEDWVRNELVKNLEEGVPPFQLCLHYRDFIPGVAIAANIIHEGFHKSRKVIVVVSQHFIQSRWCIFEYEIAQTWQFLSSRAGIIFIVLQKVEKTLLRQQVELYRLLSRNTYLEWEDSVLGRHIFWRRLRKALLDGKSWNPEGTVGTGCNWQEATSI
Target sequence (Q99836 whole entry, looked up): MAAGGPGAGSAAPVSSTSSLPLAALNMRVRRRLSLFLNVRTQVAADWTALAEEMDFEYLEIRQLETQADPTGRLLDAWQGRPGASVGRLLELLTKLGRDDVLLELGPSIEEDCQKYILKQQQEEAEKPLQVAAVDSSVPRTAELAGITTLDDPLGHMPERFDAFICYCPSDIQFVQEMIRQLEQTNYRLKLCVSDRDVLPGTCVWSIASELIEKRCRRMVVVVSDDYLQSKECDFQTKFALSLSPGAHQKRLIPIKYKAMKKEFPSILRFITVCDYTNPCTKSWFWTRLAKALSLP
STAT3 activator – activators of IL-6 induced STAT3 signaling; activation (% of control), % at 5.6 µM; AID 871; U3A cells, IL-6 STAT3-luciferase reporter, luminescence; 100% = signal with IL-6 EC80 alone; actives 0.91% (n = 190,000);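 active = activation above the screen-wide mean of compound activation plus 3 SD, cut at about 130% in these data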;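 note: 0% = background luminescence of wells with medium and substrate only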
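Detection: reporter luminescence signal / Assay system: STAT1-lacking human U3A cells, STAT3 luciferase reporter / Incubation: compound pre-incubation 1 h before IL-6, then 6 h stimulation at 37 °C / Control set: IL-6-only high control / Read-out: % activation relative to IL-6 control / Probe or stimulus: Interleukin-6, 33 ng/mL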
SRC2 TRFRET art – TR-FRET artefact, counter-screen to PPARgamma/SRC-2 agonist assay. stronger effect = higher value. TR-FRET ratio at 8 µM. actives 0.4% (n = 200,000). AID 1049; in the data active = TR-FRET ratio above about 2000; note: inactives centre near 1500
ROMK primary – modulates human ROMK potassium channel activity; P48048; actives 2% (n = 130,000); Tet-inducible ROMK, thallium flux fluorescence; actives lie on both sides; AID 1918; B-score at 10 µM;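 active = signal ratio slope over the read window, or its plate-corrected B-score, at least 3 SD from the plate mean, either direction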;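 note: B-score of the F/F0 ratio slope over 7 to 12 s after thallium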
STAT3 inh – STAT3 signaling inhibition; U3A cells, IL-6 STAT3-luciferase reporter, luminescence; host cell line lacks STAT1; inhibition, % at 5.5 µM; actives 0.89% (n = 190,000);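 active = inhibition above the mean inhibition across all screened compounds plus 3 SD, cut at about 44% in these data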;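 note: 0% = DMSO only wells and 100% = 100 µM nifuroxazide control wells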
PPARg SRC-2 ag – agonists of SRC-2 recruitment by human PPARgamma. P37231. PPARgamma LBD-SRC-2 recruitment, biochemical. activation, % at 8 µM. actives 0.34% (n = 200,000). AID 1032; in the data active = activation above about 22%;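 note: 0% = vehicle and 100% = reference agonist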
RAM network inh – yeast RAM network inhibition; AID 868; inhibition, % at 50 µM; S. cerevisiae dse1pr::URA3 reporter, 5-FOA growth OD615, 2 d; analog-sensitive cbk1-as2 kinase mutant strain; actives 1.8% (n = 190,000);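 active = inhibition above a set limit, 3 SD over mean compound inhibition, cut at about 8.4% in these data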;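 note: 0% = DMSO-only wells with no growth and 100% = 10 µM 1-NA-PP1 full growth; inhibition rescues growth on 5-FOA so higher OD means more RAM inhibition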
S1P3 antagonist – blocks the human S1P3 receptor. AID 485. actives 0.27% (n = 170,000). CHO S1P3 NFAT-BLA reporter, FRET fluorescence, antagonist mode. inhibition, % at 4.98 µM;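 active = inhibition above the plate cutoff, the mean inhibition of test wells on that plate plus 3 SD, cut at about 28% in these data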;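 note: cells challenged with S1P at its EC80 of 0.8 µM; blue over green emission ratio from cleaved BLA substrate after 4 h stimulation; 0% = S1P-stimulated wells and 100% = unstimulated DMSO-only wells; some compounds past the cut are filed as inactive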
STAT1 inh – inhibitors of IFN-gamma induced STAT1 signaling; NIH 3T3 STAT1-luciferase reporter, luminescence; AID 920; actives 0.35% (n = 200,000); inhibition, % at 5.5 µM;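 active = inhibition above a set limit, the mean inhibition across all tested compounds plus 3 SD, cut at about 34% in these data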;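 note: 0% = IFN-gamma with DMSO and 100% = IFN-gamma with 300 µM nifuroxazide; values of inactives mirror those of a sister screen read the other way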
Active calls of the source: *; / = not tested or not shown.

SMILES	PPARg SRC1 recr	PPARg SRC3 recr	TLR4 MyD88 comp	STAT3 activator	SRC2 TRFRET art	ROMK primary	STAT3 inh	PPARg SRC-2 ag	RAM network inh	S1P3 antagonist	STAT1 inh
COc1cc2c(cc1OC)CC1(CCCCC1)N=C2	2	2	3	99	1602	/	3	0	2.0	-2	-16
CCOC(=O)C1=C(C)NC(=O)C1CC(=O)O (stereo unspecified)	1	1	-14	99	1644	/	4	-7	0.0	3	0
CN(CC(O)COCc1ccc2c(c1)OCO2)C1CCCCC1 (stereo unspecified)	0	2	3	103	1534	/	-1	-3	0.6	13	0
Cc1cc(Cl)c(S(=O)(=O)Nc2ccccn2)cc1OCC(N)=O	0	-3	12	96	1670	0.35	7	4	3.2	-9	6
COC(=O)c1ccc(OS(=O)(=O)c2ccc(NC(C)=O)cc2)cc1	6	2	-4	84	1735	-0.49	21	9	0.7	-21	11
CC(C)CCNc1c(-c2cccs2)nc2ccccn12	11	5	-9	98	1652	/	5	10	0.6	-3	-8
CCN(c1ccc(NC(=O)COC(=O)CCC(=O)c2ccc(F)cc2)cc1)C(C)C	1	-5	0	101	1740	0.0035	5	-3	0.5	/	1
CCCCN1C(=O)Nc2ccccc2S1=O (stereo unspecified)	-2	-1	4	103	1402	-0.42	1	-2	0.5	1	10
Cc1ccccc1NC(=O)NNC(=O)OC(C)(C)C	4	6	-6	90	1650	0.36	18	9	-0.6	-11	-5
COc1cccc(CNC(=O)CCC2CCCN(C/C=C/c3ccccc3OC)C2)c1 (stereo unspecified)	7	3	1	99	1704	-5.5*	6	6	0.1	-32	5
O=C(Oc1cc2oc(=O)c3c(c2cc1Cl)CCCC3)c1cccs1	6	-4	-23	98	1547	-0.12	2	10	3.9	3	-3
CCOC(=O)N(NC(=O)C(O)(CC(C)C)CC(C)C)c1ccccc1	-1	4	-20	97	1663	0.17	2	2	2.1	-6	11
CCOC(=O)N1CCC(NC(=O)CCC(=O)N2CCOc3ccc(Cl)cc32)CC1	7	-4	2	97	1575	0.065	5	1	2.6	-14	-3
COc1ccc(S(=O)(=O)N(C)C)cc1NC(=O)Cc1c[nH]c2ccccc12	5	5	-9	133*	1637	1.2	-40	8	2.2	-17	14
N#CC(c1ccc(Cl)cc1)c1ccc(Cl)nn1 (stereo unspecified)	-1	1	1	93	1445	1.1	12	-1	-0.3	/	1
CCOC(=O)C1=C(C)N(C)C(C)=C(C(=O)OCC)C1c1cccnc1	2	1	-1	101	1672	-0.44	2	12	1.4	-8	9
CCOc1ccc2nc(SCCNS(=O)(=O)c3ccccc3)sc2c1	8	3	3	104	1453	0.17	4	6	12*	6	-10
CCCC(=O)Nc1ccc(NC(=O)C2CC2)cn1	2	-2	1	94	1495	/	10	1	-0.3	7	-1
Cc1ccccc1S(=O)(=O)c1cc2ccccc2nc1N	-6	-5	3	101	1355	1.6	4	-10	-0.2	-3	4
COc1ccc(OC)c(C2=NO[C@@H]3C(=O)N(c4cc(Cl)ccc4OC)C(=O)[C@H]23)c1	13	7	-6	102	1456	0.55	0	13	0.8	-4	-2
O=C(Nc1nnc(C2CC2)s1)C1Cc2ccccc2CN1S(=O)(=O)c1cccs1 (stereo unspecified)	4	4	-1	96	1487	/	11	7	2.3	21	-12
Cc1nn(-c2ccc(F)cc2)c(Cl)c1/C=C/C(=O)OCC(=O)Nc1c(F)c(F)c(F)c(F)c1F	5	2	-1	106	1607	-0.044	-3	-5	2.7	-7	-6
COc1ccc(C2C=C(c3ccc(Br)cc3)Nc3nc(N4C(=O)CCC4=O)nn32)cc1 (stereo unspecified)	7	-4	24	95	1558	/	10	1	1.2	35	-3
COCCNC(=O)C(C)N(c1ccc(Oc2ccccc2)cc1)S(C)(=O)=O (stereo unspecified)	-8	-6	-4	103	1600	-1	0	0	0.6	-11	0
O=C(Nc1ccccc1)c1ccsc1	8	-1	-20	91	1640	/	13	4	-0.4	7	2

Some of these compounds in order of their number in PPARg SRC-2 ag, highest first:
SMILES	PPARg SRC1 recr	PPARg SRC3 recr	TLR4 MyD88 comp	STAT3 activator	ROMK primary	PPARg SRC-2 ag	RAM network inh	S1P3 antagonist	STAT1 inh
Cc1ccccc1NC(=O)NNC(=O)OC(C)(C)C	4	6	-6	90	0.36	9	-0.6	-11	-5
CCCC(=O)Nc1ccc(NC(=O)C2CC2)cn1	2	-2	1	94	/	1	-0.3	7	-1
CN(CC(O)COCc1ccc2c(c1)OCO2)C1CCCCC1 (stereo unspecified)	0	2	3	103	/	-3	0.6	13	0

4 compounds drawn at random from the list so far, as already listed:
SMILES	PPARg SRC1 recr	PPARg SRC3 recr	TLR4 MyD88 comp	STAT3 activator	SRC2 TRFRET art	ROMK primary	STAT3 inh	PPARg SRC-2 ag	RAM network inh	S1P3 antagonist	STAT1 inh
CCN(c1ccc(NC(=O)COC(=O)CCC(=O)c2ccc(F)cc2)cc1)C(C)C	1	-5	0	101	1740	0.0035	5	-3	0.5	/	1
O=C(Nc1ccccc1)c1ccsc1	8	-1	-20	91	1640	/	13	4	-0.4	7	2
O=C(Nc1nnc(C2CC2)s1)C1Cc2ccccc2CN1S(=O)(=O)c1cccs1 (stereo unspecified)	4	4	-1	96	1487	/	11	7	2.3	21	-12
CN(CC(O)COCc1ccc2c(c1)OCO2)C1CCCCC1 (stereo unspecified)	0	2	3	103	1534	/	-1	-3	0.6	13	0

(continued)
SMILES	PPARg SRC1 recr	PPARg SRC3 recr	TLR4 MyD88 comp	STAT3 activator	SRC2 TRFRET art	ROMK primary	STAT3 inh	PPARg SRC-2 ag	RAM network inh	S1P3 antagonist	STAT1 inh
CC1CCN(Cc2c(C(=O)O)nnn2-c2nonc2N)CC1	9	1	4	90	1722	0.43	16	-2	2.3	1	6
CN1CCN(c2nc3c(c(=O)[nH]c(=O)n3C)n2CCSc2nc3ccccc3s2)CC1	-5	0	0	103	1403	/	2	4	0.5	-7	0
CC1(C)CC(=O)C=C(C(=O)N2CCCC(C(=O)c3cccc(Cl)c3)C2)O1 (stereo unspecified)	9	2	5	100	1694	/	4	7	0.5	7	9
CC1CCN(c2nc3c(c(=O)n(C)c(=O)n3C)n2Cc2ccccc2)CC1	4	11	9	90	1572	/	17	5	2.8	18	-2
C=CCn1nc(-c2ccccc2)c2c(C)onc2c1=O	2	-5	-6	107	1509	-0.023	2	-5	1.8	3	7
C=CCSc1nnc(-c2cc3c(-c4ccccc4)nn(C)c3s2)n1C	-2	-12	8	85	1295	/	21	-7	0.9	/	-1
CCn1cc([N+](=O)[O-])c(C(=O)Nc2ccc3c(c2)OCCO3)n1	-1	-5	3	101	1440	/	3	12	1.3	/	-18
COc1ccc(CNCCC2(Cc3ccccc3)CC(C)N(C)CC2C)cc1OC (stereo unspecified)	-3	3	-5	98	1588	-0.29	4	7	1.6	14	0
Cc1ccc(C(=O)Nc2ccc(S(=O)(=O)N3CCc4ccccc43)cc2)o1	5	13	-10	97	1568	/	5	10	2.4	4	14
Cc1onc(-c2c(Cl)cccc2Cl)c1C(=O)NCCCN1CCOCC1	-3	-1	3	105	1487	0.16	-4	-5	0.0	-4	-1
O=C(Nc1ccc(O)cc1)C1CC=CCC1 (stereo unspecified)	13	2	-1	98	1746	/	4	11	2.9	/	-6
CCOC(=O)c1sc(NC(=O)c2ccc(OC)cc2)nc1C	4	1	-8	90	1637	-0.23	17	-2	2.7	-2	-6
Cc1nn(CC(=O)O)c(C)c1C	-7	-5	-8	101	1462	/	-1	2	0.5	-10	4
COCc1nnc(SCC(=O)Nc2cccc(Cl)c2C)n1-c1ccccc1	3	10	5	102	1572	-1.2	1	0	0.0	-10	2
O=C(O)c1cc2cc(OCc3ccccc3)ccc2[nH]1	-10	-1	-10	104	1374	-1.6	-1	-6	0.3	2	-13
Cc1cccc(C)c1NC(=O)c1cc2c(=O)c3ccccc3oc2nc1C(F)(F)F	0	-1	8	100	1333	/	6	-8	-1.2	/	0
CCOC(=O)c1cccc(NC(=O)c2ccc(N(C)C)cc2)c1	-5	4	-6	90	1380	-0.064	14	-3	3.2	4	-13
Cc1cc(C(=O)N2CCN(c3ncccn3)CC2)cs1	1	-2	-9	93	1557	/	11	0	0.5	-18	2
CCC(NC(=O)c1ccc(C#CC2(O)CCCCC2)cc1)C(=O)O (stereo unspecified)	-3	3	3	118	1534	0.64	-13	-1	0.6	-9	-3
Cc1sc(NC(=O)c2ccccc2)c(C(c2ccc(Cl)cc2)N2CCN(CCO)CC2)c1C (stereo unspecified)	-2	-4	4	110	1456	-2.4*	-12	0	0.8	-8	-5
Cc1c(/C(O)=C2/C(=O)C(=O)N(CCN3CCOCC3)C2c2cccs2)cnn1-c1ccccc1 (stereo unspecified)	-1	6	-3	101	1403	/	1	-4	0.5	-24	-46
CC(C)NC(=O)CN(CCc1ccccc1)S(C)(=O)=O	12	7	-11	102	1635	/	3	10	1.0	3	-3
COc1ccc(-c2cccc(C(=O)NCC(=O)O)c2)cc1	1	-18	13	112	1299	1.1	-18	-5	0.3	/	-10
COc1ccc(-c2cc(-c3nnc(-c4ccncc4)o3)c3ccccc3n2)cc1	-3	0	7	97	1565	/	3	-11	6.3	1	-9
Clc1cccc(CSc2nnc(-c3ccccn3)n2Cc2ccco2)c1	0	9	-17	100	1617	-0.73	8	7	1.2	/	5
COc1ccc2ccccc2c1CN1CCN(C(=O)c2ccccc2)CC1	-3	12	-3	92	1804	/	12	-3	0.4	4	3
COc1ccc(NC(=O)NCc2ccccn2)cc1	-2	2	15	106	1667	0.7	-4	9	0.1	/	-4
CCOc1ccc(NC(=O)CSc2nnnn2CC(=O)O)cc1	0	-1	17	101	1660	/	3	6	1.0	10	-8

Compound activity: PubChem, several laboratories
